# Kir21 inh – Kir2.1 (mouse) channel inhibition; B-score at 10 µM; HEK293-Kir2.1, FluxOR thallium flux fluorescence; active compounds read low; hit rate 0.85% among 310,000; P35561;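 active means fluorescence ratio B-score at or below minus 3 SD of library scores, with starting-brightness B-score within 2 SD, cut at about -4.2 in these data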;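 further: channel flux triggered by added potassium and thallium sulfate stimulus; B-score of peak minus minimum fluorescence over baseline after thallium stimulus; more negative B-score means stronger Kir2.1 block with less thallium influx; some compounds called inactive have numbers as strong as hits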
# Target sequence (P35561 whole entry, looked up): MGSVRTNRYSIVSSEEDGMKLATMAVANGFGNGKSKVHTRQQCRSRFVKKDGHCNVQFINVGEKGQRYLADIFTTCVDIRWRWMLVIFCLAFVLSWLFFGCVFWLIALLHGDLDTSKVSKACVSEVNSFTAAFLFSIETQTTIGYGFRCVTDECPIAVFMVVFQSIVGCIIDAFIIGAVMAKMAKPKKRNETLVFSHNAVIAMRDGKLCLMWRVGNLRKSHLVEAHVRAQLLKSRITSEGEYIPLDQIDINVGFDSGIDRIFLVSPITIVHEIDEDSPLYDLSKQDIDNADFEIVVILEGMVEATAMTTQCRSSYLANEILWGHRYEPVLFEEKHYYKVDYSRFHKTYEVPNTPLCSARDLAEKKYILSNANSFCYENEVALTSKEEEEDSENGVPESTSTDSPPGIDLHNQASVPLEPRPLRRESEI
# STK33 inh – blocks human STK33 kinase activity; Q9BYT3; purified STK33, MBP phosphorylation, ADP-Glo luminescence; inhibition, % at 10 µM; hit rate 0.073% among 320,000; AID 2661;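 active means inhibition at or above 25%, using the most active replicate where run in duplicate; inactive means inhibition below 25%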
# Target sequence (Q9BYT3 whole entry, looked up): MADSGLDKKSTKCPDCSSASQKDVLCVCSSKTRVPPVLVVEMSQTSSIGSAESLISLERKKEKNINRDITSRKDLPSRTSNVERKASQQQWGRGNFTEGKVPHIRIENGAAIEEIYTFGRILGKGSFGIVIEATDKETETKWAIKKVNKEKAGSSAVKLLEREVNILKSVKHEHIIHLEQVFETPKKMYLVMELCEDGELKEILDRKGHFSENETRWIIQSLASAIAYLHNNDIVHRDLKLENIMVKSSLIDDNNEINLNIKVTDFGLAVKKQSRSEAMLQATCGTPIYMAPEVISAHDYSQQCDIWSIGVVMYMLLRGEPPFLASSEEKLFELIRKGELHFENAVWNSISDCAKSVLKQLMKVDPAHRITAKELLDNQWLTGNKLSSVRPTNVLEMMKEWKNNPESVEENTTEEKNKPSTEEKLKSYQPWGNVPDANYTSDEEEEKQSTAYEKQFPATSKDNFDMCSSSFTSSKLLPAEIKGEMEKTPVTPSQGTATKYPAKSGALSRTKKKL
# The depositor's hits bear a star; nt = no result given.
Kir21 inh,STK33 inh,Molecule
-0.78,-0.7,O=C(NCCc1ccc(Cl)cc1)C1CCCN(S(=O)(=O)N2CCCCCC2)C1 (stereo not drawn)
0.42,-1.6,COc1ccc(N(CC(=O)NC2CC3CCC2C3)S(=O)(=O)c2ccc(C)cc2)cc1 (stereo not drawn)
-1.1,-0.4,COC(=O)c1cccc(C(=O)N2CCCC(CNC(=O)c3ccccc3Cl)C2)c1 (stereo not drawn)
-1.9,-2.0,Brc1ccccc1OCCCN1CCCCCC1
0.11,-0.2,CCOc1ccc(NC(=O)CSc2nnc(C3CC3)n2N)cc1
0.08,-0.7,N#Cc1ccc(OCC(=O)OCC(=O)NCCC2=CCCCC2)cc1
0.44,7.7,COc1ccccc1NC1=C(N2CCCCC2)C(=O)c2ccccc2C1=O
-0.21,-0.1,COC(CNC(=O)CN1CCN(Cc2ccc(F)cc2Cl)C1=O)OC

# Grouped by structure: those above containing an aryl methoxy group
Kir21 inh,STK33 inh,Molecule
0.42,-1.6,COc1ccc(N(CC(=O)NC2CC3CCC2C3)S(=O)(=O)c2ccc(C)cc2)cc1 (stereo not drawn)
0.44,7.7,COc1ccccc1NC1=C(N2CCCCC2)C(=O)c2ccccc2C1=O

# The results go on.
Kir21 inh,STK33 inh,Molecule
-1,-4.4,CN1C2CCC1CC(NC(=O)CSCc1ccc(Cl)cc1Cl)C2 (stereo not drawn)
-0.17,1.8,CN(C)CCCn1c(N)c(C#N)c2nc(C#N)c(C#N)nc21
1.8,3.9,O=C(O)c1cc(Cl)c2ccccc2c1O
0.49,0.3,COc1ccc(N(CC(=O)NCc2ccc3c(c2)OCO3)C(=O)c2csnn2)cc1
0.28,-2.6,CCCCN1CN(Cc2ccco2)CNC1=S
-0.36,0.9,Cc1occc1C(=O)N1CCN(C(c2ccccc2)c2ccccc2)CC1
0.84,-1.0,O=C(O)C1NCCc2ccccc21 (stereo not drawn)
-0.85,-2.2,O=C(CSc1ncnc2ccccc12)Nc1cc(S(=O)(=O)N2CCCCC2)ccc1Cl
nt,-1.4,O=C(COc1ccc(-n2cnnn2)cc1)Nc1ccc(F)cc1
-0.07,0.4,COc1ccc(S(=O)(=O)Nc2nc(C(F)(F)F)cs2)cc1
0.43,-0.2,CCOC(=O)c1ccc(S(=O)(=O)NNC(=O)c2ccc3c(c2)nc(C)n3CC)cc1
1.1,-0.8,CC(C)[C@@H]1NC(=O)N(c2ccc(Oc3ccccc3)cc2)C1=O
0.69,-2.9,COC(=O)CCCC1=CC2=CC(=O)C(C)(OC(=O)c3cccs3)C(=O)C2=CN1c1ccc(OC)cc1 (stereo not drawn)
1.5,-1.8,CCN(c1ccccc1)S(=O)(=O)c1ccc(OC)c(NS(=O)(=O)c2cccs2)c1
-1.2,-1.7,CCO[C@@H]1OC(C(=O)NCc2nc3ccccc3[nH]2)=C[C@H](c2cn(C(C)=O)c3ccccc23)[C@H]1CCCO
0.98,-1.5,CCOc1ccc(NCCC#N)cc1

# Filtered by structure: those above containing a COOH group.
Kir21 inh,STK33 inh,Molecule
1.8,3.9,O=C(O)c1cc(Cl)c2ccccc2c1O
0.84,-1.0,O=C(O)C1NCCc2ccccc21 (stereo not drawn)

# (cont.)
Kir21 inh,STK33 inh,Molecule
-5*,nt,CC(=O)Oc1c(/C=C(\C#N)C(N)=O)[nH]c2ccccc12
-0.2,0.8,C=CCSc1nc2ccccc2n1S(=O)(=O)c1ccc(Cl)cc1
0.69,-0.8,NC(=S)NCc1cccnc1
0.32,-0.4,CC1CCCCN1C(=O)c1ccccc1NC(=O)c1ccco1 (stereo not drawn)
-0.92,-0.4,COCC(C)n1c(C)cc(C(=O)Cn2c(=O)oc3ccccc32)c1C (stereo not drawn)
0.03,0.7,COc1ccccc1C(=O)NCCC(=O)N1CCCCC1
0.58,-0.7,COc1ccc(N(CC(=O)Nc2cccc(C(C)=O)c2)S(=O)(=O)c2ccc(NC(C)=O)cc2)cc1
0.45,0.1,Cc1cc(/C=C2/SC(=O)N(CC(=O)N3CCCC3)C2=O)c(C)n1C

# Another view of some results above:
# Values run as follows: Kir21 inh | STK33 inh
COc1ccccc1C(=O)NCCC(=O)N1CCCCC1
    0.03 | 0.7
CC(=O)Oc1c(/C=C(\C#N)C(N)=O)[nH]c2ccccc12
    -5* | nt
COc1ccc(N(CC(=O)Nc2cccc(C(C)=O)c2)S(=O)(=O)c2ccc(NC(C)=O)cc2)cc1
    0.58 | -0.7
Cc1cc(/C=C2/SC(=O)N(CC(=O)N3CCCC3)C2=O)c(C)n1C
    0.45 | 0.1

# The list goes on:
Kir21 inh,STK33 inh,Molecule
-1.1,-1.7,CSc1ncccc1C(=O)OCC(=O)Nc1cc(C(F)(F)F)ccc1N1CCOCC1
1.9,-0.8,O=C(NNC(=S)Nc1ccccc1)Nc1ccccc1
1.3,-0.4,CCCc1cc(=O)[nH]c2nnc(SCC(=O)N3CC(C)OC(C)C3)n12 (stereo not drawn)
-0.7,0.7,O=C(Nc1cc(F)ccc1F)C1CCCO1 (stereo not drawn)
-0.02,3.6,CCOC(=O)c1cccc(Nc2nc(-c3cccnc3)nc3ccccc23)c1
1.1,-0.1,CC(=O)Nc1ccc(S(=O)(=O)NC2=C(N3CCN(C)CC3)C(=O)c3ccccc3C2=O)cc1
0.36,-2.0,COc1cccc(NS(=O)(=O)c2ccc3c(c2)CCN3C(C)=O)c1
0.53,-0.5,O=C(NCc1ccco1)c1cc(-c2ccccc2)on1

# Taken from above:
# CCCc1cc(=O)[nH]c2nnc(SCC(=O)N3CC(C)OC(C)C3)n12 (stereo not drawn) | STK33 inh: -0.4
# CC(C)[C@@H]1NC(=O)N(c2ccc(Oc3ccccc3)cc2)C1=O | STK33 inh: -0.8
# O=C(CSc1ncnc2ccccc12)Nc1cc(S(=O)(=O)N2CCCCC2)ccc1Cl | Kir21 inh: -0.85

# Next compounds.
Kir21 inh,STK33 inh,Molecule
0,-1.0,Cc1nnc(SCC(=O)Nc2c(C)n(C)n(-c3ccccc3)c2=O)n1Cc1ccccc1
-1.3,0.2,O=C(NCc1ccccc1)c1cc(S(=O)(=O)N2CCCCC2)ccc1N1CCOCC1
0.21,-2.0,Cc1cc(-c2ccccc2)n(-c2ccc(C(=O)NC(C)C)cc2)n1
0.37,-2.4,CC(C)c1nnc(SCC(=O)NCCC2=CCCCC2)n1N
0.51,0.0,O=C(NCCCN1CCc2ccccc2C1)C1CCN(S(=O)(=O)N2CCC3(CC2)OCCO3)CC1
nt,-1.5,N#Cc1ccc(C(=O)OCC(=O)Nc2cccc(S(=O)(=O)N3CCCCC3)c2)cc1
-3.3,2.1,Cc1ccc(C(C)C)c(OCC(=O)Nc2ccc3c(c2)nc(CCN2CCCCC2)n3C)c1
-0.43,0.1,O=C(NNc1ncnc2c1cnn2-c1ccccc1)c1cccs1
0.63,-0.2,COc1cc(/C=C/C(=O)O)cc(S(=O)(=O)Nc2ccccc2C(=O)NCCc2ccccc2)c1OC
-1.7,1.4,Cn1c([N+](=O)[O-])cnc1N1CCN(c2nncs2)C1=O
-0.01,-2.0,O=C(CN(CC1CCCO1)C(=O)CCC(=O)Nc1ccccn1)NCC1CCCO1 (stereo not drawn)
nt,0.1,COc1ccc(-n2c(=O)c(CCC(=O)N3CCC(C)CC3)nc3ccccc32)cc1
-2.2,nt,CCOC(=O)c1c(C)c(C(=O)NC2CCCCC2)c(C)n1CC
-0.53,-0.9,CC(=O)Cn1nnc2sc3c(c2c1=O)CCC(C(C)(C)C)C3 (stereo not drawn)
0.76,2.2,COc1ccc(N=Nc2nc3ccc(Br)cc3n2C)cc1
-0.05,-2.4,CC(NC(=O)c1cc2ccccc2oc1=O)c1ccccc1 (stereo not drawn)
2.4,-1.1,Cc1nc2cc(C(=O)N3CCN(C)CC3)ccc2n1C
0.06,-1.5,CCN(CC)CCN(C(=O)C1=COCCO1)c1nc2ccc(C)cc2s1
-2.4,-0.4,CCc1cccc(C)c1NC(=S)NCc1cccn1C
0.57,12,Nc1nc2ccccc2n1/N=C/c1cccnc1
0.21,-0.1,CCn1cc(CN2CCC(n3nccc3NC(=O)CCCc3ccccc3)CC2)c(C)n1
nt,-0.6,COc1ccc(-c2sc3cc(OC)c(OC)cc3c2C#CC2(O)CCCCC2)cc1
0.11,0.1,CCCSCCCNC(=O)CC1Oc2ccccc2NC1=O (stereo not drawn)
0.43,-0.6,NC(=O)c1ccsc1NC(=O)c1nc(-c2ccccc2)n(-c2ccccc2)n1
nt,0.2,COc1ccccc1CN(C)C(=O)c1ccc(S(=O)(=O)NCc2ccco2)cc1
0.96,-2.8,COC(=O)c1ccc(C(=O)OC)c(NC(=O)/C=C/C(=O)O)c1
-0.22,0.6,CCc1noc(C)c1C(=O)N1CCCC(C(=O)c2cc(F)ccc2F)C1 (stereo not drawn)
-0.11,0.2,O=C(COC(=O)C1CCN(S(=O)(=O)c2cccs2)CC1)Nc1ccccc1Br
-0.27,0.0,COc1ccc(CC(=O)O/N=C(\N)Cc2cccc3ccccc23)cc1
-1.1,0.3,Cc1ccc(C(=O)NNC(=O)c2ccc(C)cc2)cc1
-0.08,-1.0,S=C(NC1CCCCC1)N1CCc2[nH]c3ccccc3c2C1
0.6,-1.2,O=C(NN=C1CCCC1)c1cccc(O)c1
0.23,-2.5,CCS(=O)(=O)N1CCN(Cc2nc3ccccc3c(=O)[nH]2)CC1
0.92,0.4,COc1ccc(-n2nc(C(=O)NCC(=O)NCCc3ccc(OC)c(OC)c3)c3ccccc3c2=O)cc1
1.6,-1.9,Cc1nn(-c2ccccc2)c(Cl)c1/C=N/NC(=O)CNc1n[nH]c(=O)[nH]c1=O
nt,-0.3,COc1cc(OC)cc(-c2cc3nc(C)c(CCC(=O)O)c(C)n3n2)c1
1.4,-0.1,CNC(=O)CN(Cc1ccccc1)S(=O)(=O)c1ccc(Cl)cc1
0.02,0.3,C#Cc1ccc([C@@H]2C=C(C(=O)NC3CC3)O[C@H](OCc3ccc(CO)cc3)C2)cc1
-1.2,-1.1,CCCCCCCNC(=O)C1CC(=O)N(C)C(=Nc2ccc(OC)cc2)S1 (stereo not drawn)
-0.35,0.3,CCCCCC(=O)N/N=C(\C)c1ccc(NC(=O)c2ccco2)cc1
0.89,0.7,CC(=O)Nc1nc(COc2ccc3ccccc3c2)cs1
0.28,0.8,CCOC(=O)Cc1cc(=O)c2c(=O)n(-c3ccccc3)[nH]c2[nH]1
-0.63,0.7,CSc1nnc(CCCCCCCCc2nnc(SC)o2)o1
-1.1,0.4,OCC1(CCc2ccccc2)CCN(Cc2cccn2-c2cccnc2)CC1
-0.61,5.1,CCOC(=O)C1CCCN(C(=O)c2csc(-c3ccc4c(c3)CCO4)n2)C1 (stereo not drawn)
-0.75,-2.4,COc1ccc(-n2c(N)c(C(=O)NCc3ccco3)c3nc4ccccc4nc32)cc1
2.9,-0.3,COc1ccc(Cl)cc1C(=O)NCCN1CCOCC1
nt,1.8,CN(C(=O)c1cccc(S(=O)(=O)N2CCCC2)c1)C1CCCCC1
-0.48,-0.4,O=C(CCCCCNC(=O)c1ccccc1)N/N=C/c1ccc(O)cc1O
-0.18,-0.5,COc1cccc(OC)c1C(=O)Nc1cccc(C(C)=O)c1
-0.64,-0.4,NC(=O)c1c(NC(=O)C(=O)N2CCOCC2)sc2c1CCC2
2.2,-1.1,COc1ccc(Cl)cc1NC(=O)c1noc2c1CCCC2
-1.2,-2.5,O=C(NCc1nnc(SCC(=O)N2CCCCC2)o1)c1ccc(F)cc1
0.22,-0.8,Cc1ccc(C(=O)CSc2nc(C)cc(SCc3nnc(-c4ccccc4)o3)n2)cc1
0.14,-1.3,O=C(NCCCn1ccnc1)C(=O)NCC1OCCCN1S(=O)(=O)c1ccc(Cl)cc1 (stereo not drawn)
-0.21,0.3,O=C(Nc1ccccc1C(=O)NCCc1ccc(O)cc1)c1ccco1

# (more compounds)
Kir21 inh,STK33 inh,Molecule
0.26,0.8,O=C(NCc1cccs1)C(=O)c1cn(CC(=O)N2CCOCC2)c2ccccc12
-0.75,0.2,O=[N+]([O-])c1cc([N+](=O)[O-])c(N2CCCCCC2)cc1NCCO
0.38,0.8,C=CCNC(=O)c1onc(CSc2cccc(OC)c2)c1C(=O)NCC=C
1,-0.8,Clc1ccc(CO/N=C2\CCCc3nonc32)c(Cl)c1
-1.9,-0.3,N#Cc1c2n(c3c(=O)n(CC(=O)c4ccc(Br)cc4)cnc13)CCCC2
0.77,-1.5,COc1ccc(N2CCN(S(=O)(=O)c3cccc4nsnc34)CC2)cc1
nt,-1.9,Cc1cccc(NC(=O)c2ccc(Cl)c(S(=O)(=O)N3CCCCCC3)c2)n1
-0.04,-0.5,CCCCCN1C2=NCCN2c2ccccc21
0.88,-0.8,Cc1ccccc1CSc1nn2c(=O)c(C)nnc2s1
1.3,-2.0,O=C(CCCn1c(=O)oc2ccccc21)Nc1cccnc1
0.2,0.7,CNC(=S)N1N=C(c2ccc(C)cc2)CC1c1cc(OC)ccc1OC (stereo not drawn)
-0.91,-1.2,CC(OC(=O)CCC(=O)c1ccc(F)cc1)C(=O)NC1CCCCC1C (stereo not drawn)
0.51,-0.2,CCOC(=O)C1CC(=O)c2cc(OC)c(OC)cc2C1 (stereo not drawn)
-2,-0.4,Cc1ccc(C(=O)CCC(=O)Nc2cccc(C(F)(F)F)c2)cc1
-1,-0.3,Cc1ccccc1OCC(=O)Nc1ccncc1
-0.44,-0.5,CCOC(=O)c1c(C)[nH]c(C)c1C(=O)CSc1ncccn1
0.43,-2.1,C=CCOc1ccccc1CN1CCCN(C)CC1
0.02,-1.9,COc1cc2c(cc1OC)CN(S(=O)(=O)c1cccc(F)c1)CC2
-1.5,-0.6,COc1cccc(NC(=O)CSc2nccn2-c2cccc(OC)c2)c1
-0.65,-1.3,O=C(NCc1ccc2c(c1)OCO2)C(=O)NC1CCCCC1
-1.7,-1.3,CCc1nnc(NC(=O)c2ccc3c(c2)C(=O)N(C(C)(C)C)C3=O)s1
-1.1,nt,Cc1ccc(S(=O)(=O)CC(=O)Nc2sc(C)c(C)c2C(N)=O)cc1
0.05,-1.6,CCCCCNS(=O)(=O)c1cc(C)ccc1OC
-2.5,0.7,ONC(=Nc1ccccc1Cl)c1ccccc1Cl
0.6,-0.5,Nc1nonc1C(=O)N/N=C/c1cc2c(cc1Br)OCO2

# Screening data deposited in PubChem BioAssay by several laboratories.
